All columns: NCI-60 one-dose screen, growth in % after 48 h at 10 µM unless noted; 100 = growth as untreated, 0 = no growth, -100 = all killed.
CAKI-1: CAKI-1 renal cancer; hit rate 4.7% among 75,000; AID 1794772
TK-10: TK-10 renal cancer cells. AID 1794769. hit rate 3.9% among 81,000
SF-295: SF-295 CNS cancer cells. hit rate 5.6% among 79,000
U251: U251 CNS tumor cells; hit rate 5.4% among 80,000; AID 1794753
786-0: 786-0 renal cancer cells; hit rate 5.1% among 81,000; AID 1794775
SF-268: SF-268 CNS cancer cells | hit rate 3.1% among 82,000
UO-31: UO-31 renal cancer | hit rate 5.2% among 81,000
SN12C: SN12C renal cancer cells; hit rate 3.8% among 81,000; AID 1794767
* hit, by the source's call; · = no result given; [ ] = dose if it differs, or a comment. How the source made its calls: active means growth percent below 10; inactive means the rest.

SMILES	CAKI-1	TK-10	SF-295	U251	786-0	SF-268	UO-31	SN12C
CCc1cccc2c3c(sc12)C(c1ccc(OC)cc1)C(C#N)=C(/N=C/c1ccc(Cl)cc1)O3 (stereo not given)	42	81	6.9*	20	39	60	38	42
O=CC(=O)c1ccc2ccccc2c1	104	·	106	105	100	101	87	101
CC(C)(N)COC(=O)c1ccccc1	100	98	98	96	97	99	90	·
CN(C)c1ccc(-c2c(C#N)c(N)n(-c3cccc(C(F)(F)F)c3)c(=O)c2C#N)cc1	88	108	101	94	98	105	81	96
Nc1nc(-c2ccccc2)c(N=Nc2ccc(Cl)cc2)s1	78	147	98	97	97	89	59	93
O=C(NNc1ccc([N+](=O)[O-])cn1)Nc1ccccc1	103	104	·	103	104	116	85	103
O=C(CSc1nc2ccccc2[nH]1)c1ccc(N2CCOCC2)cc1	99	118	97	103	96	103	85	105
O=C(O)c1ccccc1C(=O)Nc1ccccc1[N+](=O)[O-]	·	115	115	103	97	109	84	89
CN1CCN(CCNC(=O)Nc2ncccc2OCc2ccccc2)CC1	102	116	102	98	109	99	86	106
OCc1cccs1	106	114	103	100	102	98	88	105
C[N+](C)(C)CCC#CC[N+]1(C)CCCC1	89	110	96	93	100	99	83	98
CCCCCC1(/C=N/NC(N)=O)NC(=O)NC1=O (stereo not given)	108	108	107	103	108	110	98	104
C/C(=N/NC(=O)c1cc2ccccc2oc1=N)c1ccc(Cl)cc1	102	78	93	104	85	108	95	107
CSc1ncnc(N)c1N	84	96	98	98	112	103	93	116
CCOC(=O)N1CCN(CCCCOc2ccc(Cl)cc2)CC1	103	103	102	94	109	98	88	103
COc1ccc2nc3c(cc2c1)C(=O)CC(C(F)(F)F)C3 (stereo not given)	37	69	45	85	54	57	47	42
COC1CC(O)C2=C(CC3C(/C(C)=C\CC=C(C)C)CCC3(C)O2)C1=O (stereo not given)	107	92	107	99	103	91	90	107
C=C(C)CN(CC(=C)C)C(=N)OC	98	102	109	104	107	108	97	107
CC(C)Nc1nc2c(c(=O)n(C)c(=O)n2C)n1C	103	116	104	101	104	107	96	98
O=C(CN1CCn2c(nnc2C(F)(F)F)C1)Nc1nc2ccc(Cl)cc2s1	88	115	99	96	102	100	86	99
CCOCCOC(=O)c1ccccc1OCc1ccccc1	105	94	100	91	102	97	89	98
O=Cc1nc2ccccc2c(/C=C/c2ccccc2)c1C(=O)c1ccccc1	91	99	96	95	98	96	79	96
CC(O)CN(CC(C)O)N(CC(C)O)CC(C)O (stereo not given)	99	99	101	91	99	110	91	107
COc1ccc(CCCc2c3[n+](cc4c(OC)c(OC)ccc24)CCc2cc4c(cc2-3)OCO4)cc1	98	66	79	41	92	63	93	69
CCOC(=O)Nc1ccc(C(C)=O)cc1	101	99	107	98	96	106	94	89
Fc1ccc(C(c2ccc(F)cc2)C(Cl)(Cl)Cl)cc1	101	98	102	98	108	97	90	102
O=C1/C(=C/c2ccc(F)cc2)COc2ccc(O)cc21	76	100	104	61	80	90	65	78
Cc1nnc(NS(=O)(=O)c2ccc(N=Nc3c(N)nc(N)[nH]c3=O)cc2)s1	99	106	93	95	104	102	84	100
O=c1c2c3c(sc2n2c(-c4ccc([N+](=O)[O-])cc4)nnc2n1Cc1ccccc1)CCCC3	103	123	141	105	103	108	63	103
CC1=NN(c2cccc(Cl)c2)C(=O)/C1=C/c1ccc2c(c1)Cc1ccccc1-2	97	103	99	104	104	102	94	103
COC(=O)[C@H](Cc1cnc[nH]1)NC(=O)[C@@H](NC(=O)Nc1cc(C(F)(F)F)cc(C(F)(F)F)c1)C(C)C	41[100 µM]	-95*[100 µM]	·	-97*[100 µM]	-91*[100 µM]	-93*[100 µM]	-22*[100 µM]	-96*[100 µM]
O=C1CSC(c2ccccc2Cl)N1n1cnnc1 (stereo not given)	87	102	100	99	99	100	87	94
O=C(/C=C/c1ccccc1)c1cccc(Nc2nc(Nc3ccccc3)nc(Nc3ccccc3)n2)c1	94	146	72	92	79	99	·	103
c1ccc(COc2nc(N3CCOCC3)nc3cc(NCc4cccnc4)ccc23)cc1	70	88	84	75	74	73	54	104
Cc1cc(O)c2c(c1)C(=O)C(c1c(C)cc3c(c1O)C(=O)C=CC3=O)=CC2=O	14	14	107	94	37	97	-15*	75
O=C(CNc1nc(-c2cccc([N+](=O)[O-])c2)cs1)Nc1ccc(Br)cc1	98	112	104	106	105	104	91	105
Clc1ccc2c(NCCNCc3cccs3)ccnc2c1	·	78	94	62	82	93	66	92
Cc1c(-c2ccccc2)c(-c2ccccc2)c(C)n1Cc1ccc(Cl)cc1	43	70	43	42	52	64	64	61
Cc1ccc(C(=O)[C@H]2[C@H](c3ccc(O)cc3)NC(=O)N[C@@]2(O)C(F)(F)F)cc1	·	95	101	111	91	104	91	103
O=C(O)c1ccc(NC(=O)c2ccc(Nc3ccnc(C(F)(F)F)c3)cc2)cc1	108	105	108	·	103	98	85	104

A draw from above in order of molar mass, rising:
SMILES	CAKI-1	TK-10	SF-295	U251	786-0	SF-268	UO-31	SN12C
CCOC(=O)Nc1ccc(C(C)=O)cc1	101	99	107	98	96	106	94	89
O=C1/C(=C/c2ccc(F)cc2)COc2ccc(O)cc21	76	100	104	61	80	90	65	78
O=C1CSC(c2ccccc2Cl)N1n1cnnc1 (stereo not given)	87	102	100	99	99	100	87	94
Clc1ccc2c(NCCNCc3cccs3)ccnc2c1	·	78	94	62	82	93	66	92
Fc1ccc(C(c2ccc(F)cc2)C(Cl)(Cl)Cl)cc1	101	98	102	98	108	97	90	102
Cc1c(-c2ccccc2)c(-c2ccccc2)c(C)n1Cc1ccc(Cl)cc1	43	70	43	42	52	64	64	61
Cc1cc(O)c2c(c1)C(=O)C(c1c(C)cc3c(c1O)C(=O)C=CC3=O)=CC2=O	14	14	107	94	37	97	-15*	75
Cc1ccc(C(=O)[C@H]2[C@H](c3ccc(O)cc3)NC(=O)N[C@@]2(O)C(F)(F)F)cc1	·	95	101	111	91	104	91	103
O=C(O)c1ccc(NC(=O)c2ccc(Nc3ccnc(C(F)(F)F)c3)cc2)cc1	108	105	108	·	103	98	85	104
Cc1nnc(NS(=O)(=O)c2ccc(N=Nc3c(N)nc(N)[nH]c3=O)cc2)s1	99	106	93	95	104	102	84	100
c1ccc(COc2nc(N3CCOCC3)nc3cc(NCc4cccnc4)ccc23)cc1	70	88	84	75	74	73	54	104
O=c1c2c3c(sc2n2c(-c4ccc([N+](=O)[O-])cc4)nnc2n1Cc1ccccc1)CCCC3	103	123	141	105	103	108	63	103
O=C(/C=C/c1ccccc1)c1cccc(Nc2nc(Nc3ccccc3)nc(Nc3ccccc3)n2)c1	94	146	72	92	79	99	·	103
COC(=O)[C@H](Cc1cnc[nH]1)NC(=O)[C@@H](NC(=O)Nc1cc(C(F)(F)F)cc(C(F)(F)F)c1)C(C)C	41[100 µM]	-95*[100 µM]	·	-97*[100 µM]	-91*[100 µM]	-93*[100 µM]	-22*[100 µM]	-96*[100 µM]

Following part.
SMILES	CAKI-1	TK-10	SF-295	U251	786-0	SF-268	UO-31	SN12C
COc1ccc2c(c1)=NC(=O)/C(=C\c1sc(Nc3ccc(S(N)(=O)=O)cc3)nc1O)C=2	98	113	101	96	99	100	86	98
CN1C(=O)C2(SCC(C(=O)NCC(=O)OC(C)(C)C)N2C(=O)C2CCCCC2)c2ccccc21 (stereo not given)	·	103	97	92	95	97	84	99
Cc1cc(Oc2c(C)cccc2C)cc(C)c1O	100	102	98	102	96	105	74	106
CCCCCCCCCCCCCCCCCC(=O)N(CCO)C(=O)C[n+]1ccccc1	·	101	89	92	102	96	80	94
CC(=O)n1nc(C(=O)OCCC(C)C)c2cc3c(cc21)OCO3	92	80	99	87	81	94	85	98
CCOc1ccccc1/C=N\Nc1ccc([N+](=O)[O-])cn1	107	112	112	102	106	102	88	104
COc1cc(CNC(=O)/C=C/c2ccc3c(c2)OCO3)ccc1OCc1cn(-c2ccc([N+](=O)[O-])cc2)nn1	64	106	88	96	91	87	78	83
C#C[C@]1(O)CC[C@H]2[C@@H]3CC=C4c5sc(C6CC6)nc5CC[C@]4(C)[C@H]3CC[C@@]21C	80	124	44	66	51	87	69	86
Cc1nc2c(=O)[nH]c(N)nc2[nH]c1=O	95	87	104	96	106	103	78	96
C=C1SC(=Nc2cccc(OC)c2)N(c2nc(Cl)nc(Cl)n2)C12CCCCC2	93	109	93	97	105	104	76	108
COc1ccc(CCNC(=O)CS(=O)(=O)c2nnc3n(Cc4ccccc4)c(=O)c4c(C)c(C(N)=O)sc4n23)cc1	85	119	96	102	113	96	69	101
NC(N)=Nc1nc(CSCC/C(N)=N\S(N)(=O)=O)cs1	96	116	104	101	108	105	89	94
O=C(O)CSc1ccc2c3c(cccc13)C(=O)c1ccccc1-2	·	111	90	93	99	114	75	100
COc1ccc(-n2c(SCc3cc(OC)c(OC)c(OC)c3)nc3ccc(C)cc3c2=O)cc1	54	94	51	69	84	81	47	82
CC12CCC(C(=Nc3ccc(N=C4C(=O)C5(C)CCC4C5(C)C)cc3)C1=O)C2(C)C	85	120	99	102	114	114	95	103
CCOC(=O)c1sc2ncnc(Nc3ccc4c(cnn4C(=O)Nc4ccc(C)c(Cl)c4)c3)c2c1C	96	91	102	99	90	103	95	96
CN1C(=O)C(=Cc2cn(Cc3ccccc3)c3ccc(Br)cc23)C(=O)N(C)C1=O	97	58	76	97	98	97	90	97
Cc1nn(-c2ccccc2)c(Cl)c1/C=N\N=c1/sc2ccccc2n1C	101	99	109	103	93	101	93	87
N#CC(c1ccccc1)C(c1ccccc1)c1ccccc1 (stereo not given)	89	·	92	83	88	95	78	86
O=c1c2cc(Cl)ccc2oc2ccc(OCCCCCN3CCCCC3)cc12	71	69	76	46	35	73	61	65
COc1ccc(C(=O)CSc2nnc(-c3cc(-c4ccccc4)nc4ccccc34)o2)cc1	96	116	102	103	106	100	96	97
COc1cc2nc(-c3ccc(Cl)cc3)cc(OCCCN3CCC(O)CC3)c2cc1OC	-5.2*	92	-11*	55	75	55	51	37
Oc1ccc(N=Cc2ccc(OCc3ccccc3)cc2)cc1	98	99	92	102	99	103	80	101
CCCC(=O)c1ccco1	97	95	118	96	102	97	89	94
Cn1ncc2c(N)nc(Oc3ccccc3-c3ccccc3)nc21	29	65	27	33	53	56	48	43
CCCC(=O)c1cc(O)c(O)cc1O	95	114	98	95	103	110	88	98
CC(=O)C1=NN(c2ccccc2)C2NC(=O)/C(=C\c3cn(-c4ccccc4)nc3-c3cc4ccccc4o3)C(=O)N12 (stereo not given)	·	131	98	93	105	93	56	93
N=C(N)c1ccc(-c2ccc(-c3ccco3)o2)nc1	101	117	94	96	100	93	73	96
CC1CCc2c(sc(NC(=O)CSc3nnc4ccccn34)c2C(N)=O)C1 (stereo not given)	96	179	94	108	115	109	110	102
O=c1[nH]cnc2ccccc12	·	109	104	112	106	107	93	109
COC(=O)CCC(=O)c1ccccc1	97	118	92	100	95	107	118	103
CC(=O)OC1OC(COC(=O)c2ccccc2)C(OC(=O)c2ccccc2)C1OC(=O)c1ccccc1 (stereo not given)	80	122	97	92	95	108	99	97
c1ccc(CC2CCN(c3ncnc4sc5c(c34)CCN(Cc3ccccc3)C5)CC2)cc1	69	108	86	91	99	89	61	95
COc1cccc(/C=C/C(C)=O)c1OC	94	107	105	99	·	103	102	89
CC(C)C1=C[C@@]23CC[C@@H]4[C@](C)(CCC[C@]4(C)C(=O)N4CCOCC4)[C@H]2C[C@@H]1[C@H]1C(=O)CCC(=O)[C@H]13	100	113	100	99	101	99	89	107
O=C(CN1C(=O)/C(=C/c2cccs2)SC1=S)NCCc1c[nH]c2ccc(Cl)cc12	82	96	103	101	98	93	72	101
COc1ccc(C(=O)C2=CC(=O)C(=O)C2)cc1OC	97	99	100	·	101	103	91	109
COc1cc(O)c(C=Nc2ccccc2NS(=O)(=O)c2ccc(C)cc2)c(OC)c1	95	98	94	88	102	100	67	100
COc1ccc(C2C=C(c3ccc(NCc4nccc(OCC(F)(F)F)c4C)cc3)NC(N)=N2)cc1OC (stereo not given)	81	83	83	75	87	89	71	96
CCC(C)[C@H](NC(=O)[C@H](CC(=O)O)NC(=O)[C@@H](NC(=O)[C@@H](NC(=O)[C@H](Cc1c[nH]c2ccccc12)NC(=O)[C@H](Cc1cnc[nH]1)NC(=O)[C@H](CO)NC(=O)[C@H](CCCNC(=N)N)NC(=O)[C@H](CCCNC(=N)N)NC(=O)[C@H](CCCCN)NC(=O)[C@H](CCCCN)NC(=O)[C@H](CCCNC(=N)N)NC(=O)CNC(=O)[C@H](CCCNC(=N)N)NC(=O)[C@H](CCCNC(=N)N)NC(=O)[C@H](CCCNC(=N)N)NC(C)=O)C(C)(C)C)C1CCCCC1)C(=O)O (stereo not given in full)	97	101	104	109	102	88	76	105
CCN(CC)S(=O)(=O)c1ccc(-c2nc(C(Cl)Cl)nc3cc(-c4ccc(F)cc4)nn23)cc1	12	50	33	18	77	49	28	68
COc1cc(C(=O)O)cc(Cl)c1OC	·	97	108	104	103	99	95	100
O=C1OC(=Nc2cccc([N+](=O)[O-])c2)c2ccccc21	93	110	106	104	102	105	90	106
N=C(N)SCc1ccc([N+](=O)[O-])cc1[N+](=O)[O-]	59	74	118	70	85	81	50	84
CC(C)(C)n1cc(-c2ccnc(NCCCNS(=O)(=O)c3ccc(Br)cc3)n2)c(-c2ccc(F)c(O)c2)n1	83	105	96	78	87	71	74	80
COC(=O)CC[C@@H](C)[C@H]1CC[C@H]2[C@@H]3CC[C@@H]4C[C@H](O)CC[C@]4(C)C3=CC(=O)[C@]12C	110	110	80	95	99	104	95	94
N#Cc1nc(-c2ccccc2)oc1N1CCC(CO)C1 (stereo not given)	90	104	105	105	101	98	89	97
CC[N+](C)(CC)CCOC(C)=O	93	95	97	96	95	101	88	101
Cc1ccc(OC(=O)c2ccc(N)cc2O)cc1	99	92	·	89	98	94	89	98
N=C1N=C(SCc2nc3ccccc3[nH]2)NC(=O)/C1=C/c1ccccc1	91	146	103	103	109	139	71	98
O=C(Cn1nc(-c2ccccc2)ccc1=O)N/N=C/c1ccc(N2CCCCC2)cc1	91	109	90	83	94	102	71	94
